# High-throughput results: PubChem BioAssay, Broad Institute
# EWS-Fli inh: EWS/Fli-driven NR0B1 reporter inhibitors, primary screen, A673 cells, NR0B1 luciferase, luminescence, MLPCN library. viability-normalised. inhibition, % at 12.6 µM. hit rate 0.67% among 350,000. AID 651661, 2012;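 active = mean inhibition of at least 50% after viability correction, with every replicate also passing that limit; inconclusive = mean reaches 50% but only one of two replicates passes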;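 note: firefly luciferase signal divided by Alamar Blue viability fluorescence both relative to DMSO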
# F508del corr: F508del CFTR correction, initial screen, CFBE line, single point; hit rate 0.36% among 350,000; AID 720511, 2013; activity (quench increase), % at 7.58 µM; CFBE cells, YFP halide quenching; stimulated with forskolin plus potentiator P3; % fluorescence drop versus neutral controls;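 active = mean added fluorescence quench of at least 8% versus neutral control, with both replicates also reaching 8%; inconclusive = only one of the mean or replicate conditions met; inactive = mean below 8% and not both replicates reaching 8%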;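 note: cells transiently co-express mutant CFTR-F508del with the halide-sensitive YFP; corrector assay measuring rescue of mutant channel to the surface after 24 h compound exposure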
# INS-1E GSIS act: GLuc luminescence reporter in INS-1E cells, primary screen for activators of glucose-dependent secretion of insulin | INS-1E GLuc reporter insulin secretion, 2-3 h | activation, % at 16.6 µM | hit rate 0.61% among 370,000 | AID 743287, 2014;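 active = lowest replicate activation of at least 40%, so every replicate reaches that level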;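 note: 0% = median of neutral control wells and 100% = median of IBMX positive control wells; some compounds called inactive have numbers as strong as hits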
# DENV2 CPE: inhibitors of DENV2 cytopathic effect, primary screen, cell-based, plate reader, single concentration; DENV2-infected cells, cytopathic effect rescue; CPE inhibition, % at 9.99 µM; hit rate 1.7% among 350,000; AID 651640, 2012; in the data active = CPE inhibition above about 20%, passing the limit was not always enough; inconclusive = no clear call, values can overlap the other calls; tested in BHK-21 cells;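 note: 0% = median of neutral control wells and 100% = median of positive control wells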
# PAX8 reporter: inhibitors of PAX8-driven TPO luciferase reporter, primary screen, RMG-I cells, single concentration; SteadyGlo, 24 h; hit rate 1.2% among 360,000; inhibition, % at 12.6 µM; AID 652154, 2013;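 active = mean replicate inhibition at least 60% with every replicate also reaching 60%; inconclusive = only one of the two criteria is met; inactive = mean below 60% and not all replicates reaching 60%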;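 note: luciferase light reporting Pax8 driven TPO promoter activity; plate controls were median of neutral control wells for no effect and mitoxantrone controls for full effect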
# ERp5 block: inhibitors of ERp5-driven insulin aggregation, primary screen, biochemical, turbidity, absorbance 650 nm, single point | inhibition, % at 9.99 µM | hit rate 0.05% among 350,000 | 90 min | Protein disulfide-isomerase A6 (Homo sapiens), Q15084;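 active = mean replicate inhibition above about 25%, with every replicate also reaching it, limit read from the data, passing the limit was not always enough; inconclusive = only one of those two criteria met; inactive = neither criterion met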
# Target sequence (Q15084 whole entry, looked up): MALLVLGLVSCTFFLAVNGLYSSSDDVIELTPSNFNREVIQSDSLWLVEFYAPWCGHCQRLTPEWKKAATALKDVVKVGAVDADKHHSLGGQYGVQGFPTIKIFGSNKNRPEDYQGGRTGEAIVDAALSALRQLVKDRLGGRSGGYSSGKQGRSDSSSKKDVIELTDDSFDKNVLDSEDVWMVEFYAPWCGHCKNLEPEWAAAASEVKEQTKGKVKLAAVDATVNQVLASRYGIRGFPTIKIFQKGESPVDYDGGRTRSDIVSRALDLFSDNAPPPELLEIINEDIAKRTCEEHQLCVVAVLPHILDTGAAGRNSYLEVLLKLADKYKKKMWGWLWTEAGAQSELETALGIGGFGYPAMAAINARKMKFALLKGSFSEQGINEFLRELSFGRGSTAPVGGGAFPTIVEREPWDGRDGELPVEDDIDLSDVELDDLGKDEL
# Xi reactivation: activators of inactive X chromosome reactivation, primary screen, imaging, XiGFP fibroblasts, GFP high-content imaging, set 2; XiGFP mouse fibroblasts, % GFP-positive cells imaging, 3 d; cells co-treated with 5-aza-dC sensitizer; scaled so ellipticine positive control = 100%; activation, % at 7.58 µM; hit rate 0.055% among 360,000; AID 743238, 2013;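 active = mean normalized replicate activation at least 10% and every replicate at or above 10%; inconclusive = only one of the two criteria met; inactive = mean below 10% and not all replicates reach 10%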;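 note: 0% = median of on-plate neutral control wells and 100% = ellipticine 6 µM median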
#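 System: 68-5-11 XiGFP fibroblast line | Buffer or medium: DMEM containing 5-aza-dC | Compound: Single point | Times: Compounds 3 days, fix/stain 15 min at room temperature | Benchmarks: Positive control ellipticine, 6 µM final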
# ARNT TACC3 PPI: disruptors of ARNT/TACC3 protein interaction, primary screen, biochemical, AlphaScreen, single concentration; Transforming acidic coiled-coil-containing protein 3 (Homo sapiens), Q9Y6A5; inhibition, % at 9.99 µM; hit rate 0.66% among 390,000; AlphaScreen His-ARNT PAS-B/GST-TACC3 binding, luminescence; TACC3 fragment carries E629A point mutation;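 active = mean inhibition of replicates at least 50% and at least half of replicates each reaching 50%; inconclusive = half or more replicates reach 50% but mean below 50%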;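 note: 0% = complete ARNT plus TACC3 wells and 100% = ARNT alone without TACC3; many hits fall short of the cut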
# * hit, by the source's call; ? = inconclusive; . = not tested or not shown. No enrichment for hits, and some 4.2% of all compounds hit somewhere here.
SMILES,EWS-Fli inh,F508del corr,INS-1E GSIS act,DENV2 CPE,PAX8 reporter,ERp5 block,Xi reactivation,ARNT TACC3 PPI
COc1cc(C2C(C(=O)c3cc4ccccc4o3)=C(O)C(=O)N2c2cc(C)on2)cc(OC)c1OC (stereo not drawn),-5,-2.3,6,2,16,12,0.0,-4
O=[N+]([O-])c1ccc(OCCCCN2CCc3ccccc3C2)cc1,11,-1.6,-15,1,16,0,1.3,-4
O=C(CCNC(=O)c1ccccc1Cl)Nc1cc(C(F)(F)F)ccc1Cl,-1,1.5,.,-6,-19,4,-0.1,.
CN(C)C(=O)C[C@@H]1C=C[C@@H](NC(=O)NC2CCCCC2)[C@H](CO)O1,-3,-0.1,30,73*,0,-1,-0.2,-10
O=C(c1cc2nc(-c3ccccc3)cc(C(F)(F)F)n2n1)N1CCN2CCCC2C1 (stereo not drawn),4,-3.4,-8,1,0,-1,0.1,3
C[C@@H]1CN([C@@H](C)CO)C(=O)c2cc(C#CCN(C)C)cnc2O[C@H]1CN(C)C(=O)NC1CCCC1,-14,0.6,6,-8,7,1,-0.3,-9
Cc1cc(C)c2cc(C#N)c(N3CCCN(C(=O)c4cnccn4)CC3)nc2c1,-5,-2.0,5,4,16,-1,0.1,2
CNC[C@@H]1Oc2ccc(NC(=O)Nc3ccccc3)cc2CC(=O)N([C@H](C)CO)C[C@H]1C,-2,-1.5,19,11,-20,-2,0.0,-5
CCc1nc(CNC(=O)C2CCC(=O)N(CCc3cccc(F)c3)C2)no1 (stereo not drawn),.,-2.2,13,-2,-16,-6,0.0,-17
COc1ccccc1C=NNc1nc(C)cc(=O)[nH]1,-2,1.6,7,-4,4,5,0.2,0
Cc1cc(OCc2cc(C(=O)N3CCN(CC4CC4)CC3)no2)cc(C)c1Cl,-15,2.6,-15,5,-5,9,0.0,-1
O=c1cc(N2CCC3(CC2)OCCO3)[nH]c(=O)n1-c1ccc(Cl)cc1,2,2.2,-1,-6,.,-3,.,-10
O=C(Nc1cccc(S(=O)(=O)N2CCCC2)c1)c1ccc2c(=O)n3c(nc2c1)CCCCC3,7,2.3,-16,.,27,.,0.1,1
COc1ccccc1OC(=O)CCc1nc2ccccc2s1,-20,5.7,-12,-2,6,0,0.1,-2
COCCn1c(N)c(Sc2ccccc2[N+](=O)[O-])c(=O)[nH]c1=O,2,-0.7,19,12,-9,-2,0.2,-3
CSc1nc(O)cc(=O)n1-c1ccc(F)cc1,-2,-1.2,18,0,-1,-4,0.1,-2
Cc1ccc(C(=O)NCCn2ccc3ccccc32)cc1[N+](=O)[O-],-24,-3.0,6,-6,-34,4,0.0,13
CC1(C)CN(CCc2ccccc2)C(=O)[C@H]1CC(=O)Nc1ccc(Br)cc1,-6,1.9,-11,1,-6,-1,-0.1,.
Cc1ccc2c(c1)c(N=O)c(O)n2Cc1ccc(Cl)cc1,-10,-1.7,5,-2,2,-1,0.0,9
Cc1[nH]c2ccccc2c1/C=N/Nc1nncn1N,-50,3.7,-10,-1,-45,-4,0.5,16
Cc1cc(C(=O)COC(=O)c2ccc(O)cc2)c(C)n1CC(F)(F)F,-75,2.7,4,-2,-226,0,-0.1,.
CCN(CC)C(=O)Cn1ccc(NC(C)=O)nc1=O,5,-0.6,18,-2,16,5,0.1,-11
COc1cc(NC(=O)C2=C(C)OCCS2)c(Cl)cc1C(=O)NCCN1CCN(C)CC1,.,0.5,38,-7,-9,0,0.0,-3
CN(C)C(=O)c1ccc(-c2ccc3c(c2)[C@H]2[C@H](CCN2C(=O)C2CCCC2)[C@@H](CO)N3C)cc1,10,1.5,-15,-5,15,2,0.1,.
CCOC(=O)NC(=O)CSc1nc2ccccc2[nH]1,-4,0.3,11,1,3,4,0.1,-2

# New compounds follow:
SMILES,EWS-Fli inh,F508del corr,INS-1E GSIS act,DENV2 CPE,PAX8 reporter,ERp5 block,Xi reactivation,ARNT TACC3 PPI
O=S(=O)(Nc1cccc(-c2ccc(N3CCCCCC3)nn2)c1)c1ccccc1F,-75,1.2,-13,4,-105,3,0.1,0
O=C(Nc1ccccc1)c1cc(S(=O)(=O)Nc2cccnc2)ccc1Cl,7,3.2,35,-3,7,3,0.1,1
COc1cccc(NC(=O)C[C@@H]2CC[C@H]3[C@@H](COc4ccc(NC(=O)c5ccccc5F)cc4C(=O)N3C)O2)c1,1,-1.8,4,?,12,-4,0.1,5
CCOC(=O)CSc1nnc2n(C3CCCCC3)c(=O)c3c4c(sc3n12)CCCC4,14,-3.4,8,-14,.,-3,.,-7
COc1cc(NC(=O)CCS(=O)(=O)c2ccc3c(c2)n(C)c(=O)c(=O)n3C)cc(OC)c1,-12,-3.0,-3,0,-12,4,0.4,-1
O=C(COc1ccc(F)cc1Cl)Nc1ccc(N2CCOCC2)cc1N1CCOCC1,6,-0.3,21,2,7,-5,-0.1,.
C/C(C/C(C)=C1/SC(=S)NC1=O)=C1\SC(=S)NC1=O,10,0.0,-1,.,10,-6,0.0,14
O=C(OCCN1C(=O)c2ccccc2C1=O)[C@@H]1CC(O)CN1S(=O)(=O)c1ccccc1[N+](=O)[O-] (stereo partly drawn),-4,-0.4,7,-2,2,5,0.0,8
CCOC(=O)CSc1nc(N2CCOCC2)c2c(c1C#N)CC(C(C)C)OC2 (stereo not drawn),12,3.8,6,-1,5,-6,0.0,4
Cc1ccc(N(C)S(=O)(=O)c2ccc(-c3cc(C)no3)s2)cc1,54*,2.5,-5,-2,26,4,0.1,.
CCCCOc1ccc(C(=O)N/C(=C/C=C/c2ccccc2)C(=O)O)cc1,-6,-3.2,-30,3,-6,-5,-0.1,-1
CCCCN1C(=N)N([C@@H](C)CN2CCC[C@H]2CN2C(N)=NC[C@@H]2Cc2ccccc2)C[C@H]1[C@H](C)CC,-4,0.9,9,-11,20,0,0.1,9
COc1ccc(CNC(=O)COC(=O)[C@H](Cc2ccccc2)NC(=O)c2cccs2)cc1,-7,-0.3,-12,-1,-5,2,0.0,.
COCCN(C(=O)COC(=O)c1ccco1)c1c(N)n(Cc2ccccc2)c(=O)[nH]c1=O,-5,-3.7,22,3,-7,-2,0.0,-3
CN(C)CC(=O)N1CC2(C1)[C@@H](c1ccccc1)[C@@H](CO)N2C(=O)C1CC1,2,0.4,10,18,-24,2,0.1,.
COc1cc2cnc(-c3cccnc3)cc2cc1OC,-9,0.6,62*,-5,-49,-2,0.3,9
Cc1c(C(=O)N(C)Cc2ccc(F)cc2)sc(=O)n1Cc1ccc(Cl)c(Cl)c1,-4,3.8,-29,9,21,2,0.1,.
O=C(C1CCC1)N1C[C@@H]2[C@H](c3ccccc31)[C@H](CO)N2C(=O)Cc1ccccn1,-2,-0.8,-3,.,-14,-4,0.1,18
Cc1ccc(S(=O)(=O)Nc2ccc3c(c2)C(=O)N([C@@H](C)CO)C[C@H](C)[C@@H](CN(C)S(=O)(=O)c2ccc(C)cc2)O3)cc1,-5,3.3,-9,-2,7,-2,0.5,10
Cc1nc(C(F)(F)F)ccc1C(=O)N1CCC(C)(C(=O)O)C1 (stereo not drawn),-11,-1.8,1,-5,3,2,0.2,.
Cc1cc(C)cc(OCC(=O)OCC(=O)Nc2cc(S(=O)(=O)N3CCOCC3)ccc2Cl)c1,-1,2.4,5,17,-4,0,0.0,-1
Cc1ncc([N+](=O)[O-])n1CC(=O)NC1CCCC1,11,-0.9,9,-3,.,1,.,-5
C[C@@H]1CN([C@@H](C)CO)C(=O)c2cccc(NS(=O)(=O)c3cccs3)c2O[C@@H]1CN(C)C,-12,1.2,22,0,4,-3,0.6,0
CC(OC(=O)c1ccc2ncsc2c1)C(=O)N1CCCC1 (stereo not drawn),-4,1.5,24,5,-4,5,0.4,.
CO[C@H]1CN(C)C(=O)c2cc(NC(=O)C3CCCCC3)ccc2OC[C@@H](C)NC[C@H]1C,8,-4.4,7,-3,-7,0,0.0,-2

# (next part)
SMILES,EWS-Fli inh,F508del corr,INS-1E GSIS act,DENV2 CPE,PAX8 reporter,ERp5 block,Xi reactivation,ARNT TACC3 PPI
Cc1ccccc1OCCCCCCN1CCNCC1,-26,0.0,.,-2,-39,.,1.2,-1
O=C(c1cnccn1)N1CC(=O)N2[C@@H](CO)[C@H](c3ccc(-c4cccc(F)c4)cc3)[C@@H]2C1,-24,1.1,1,-12,-9,6,0.1,.
NCC[C@H]1CC[C@H](NC(=O)Cc2ccncc2)[C@H](CO)O1,6,1.8,27,3,-24,2,-0.1,-10
C#CCNC(=O)C[C@H]1C[C@@]2(C(=O)OC)C(=C[C@H](C(C)(C)C)O[C@@H]2C)N(Cc2ccc3c(c2)OCO3)C1=O,0,1.7,.,5,-23,-2,0.0,.
O=C(CN1CCN(S(=O)(=O)c2ccc(F)c(Cl)c2)CC1)N1CCOCC1,2,-4.9,6,?,5,13,0.0,-1
ClCc1csc(-c2ccccc2Cl)n1,14,-1.2,-2,-5,-7,-2,0.0,-3
CCOC(=O)CN1C(=O)N[C@@H](c2ccc(Br)cc2)C(C(=O)OC)=C1C,3,0.8,4,-2,17,-3,0.0,-3
CC1(Cc2ccc3c(c2)OCO3)C(=O)Nc2c(Cl)ccc(Cl)c21 (stereo not drawn),-11,0.5,-22,-5,8,1,0.0,.
CCn1cc(C(=O)N2CCc3ccccc32)c(=O)c2cc(S(=O)(=O)N3CC(C)CC(C)C3)ccc21 (stereo not drawn),11,0.6,-47,-7,32,1,0.2,17
Cn1cc(Br)c(NS(=O)(=O)c2ccc(Cl)s2)n1,2,0.5,18,-2,-24,-8,-0.1,-4
C[C@H](O)C#Cc1ccc2c(c1)O[C@@H](CN(C)C(=O)Nc1ccccc1)[C@H](C)CN([C@@H](C)CO)S2(=O)=O,1,-0.7,8,-3,10,.,-0.3,2
CC(C)C(NC(=O)CCN1C(=O)c2ccccc2C1=O)c1ccccc1 (stereo not drawn),4,-0.2,-3,1,-8,-1,0.0,-4
CO[C@@H]1CN(C)C(=O)c2ccc(NS(C)(=O)=O)cc2OC[C@@H](C)N(C(=O)CN(C)C)C[C@@H]1C,-1,-1.6,5,7,1,1,-0.1,-4
C[C@H](O)C#Cc1ccc([C@@H]2[C@@H](CO)N3CCCCN(C(=O)c4ccncc4)C[C@H]23)cc1,4,0.1,14,-16,22,-5,0.8,1
O=C(CCCc1nc2ccccc2s1)Nc1ccccc1,9,1.7,-5,-5,4,5,-0.1,-3
N#C[C@@H]1[C@H](c2ccc(-c3cccc(F)c3)cc2)[C@@H](CO)N1S(=O)(=O)c1cccc(F)c1,-5,1.1,-7,.,5,-1,0.1,19
C[C@@H]1CN([C@H](C)CO)C(=O)c2cc(C#C[C@@H](C)O)cnc2O[C@H]1CN(C)CC1CCOCC1,3,0.6,25,-3,-35,0,-0.2,22
COC(=O)c1cc2occc2n1Cc1nc(-c2ccccc2C)oc1C,3,2.3,.,6,-9,8,0.2,-3

# Printed as active in DENV2 CPE (from the list above):
smiles | F508del corr | INS-1E GSIS act | DENV2 CPE | ERp5 block | ARNT TACC3 PPI
CN(C)C(=O)C[C@@H]1C=C[C@@H](NC(=O)NC2CCCCC2)[C@H](CO)O1 | -0.1 | 30 | 73* | -1 | -10
